From PubChem
DAX1 inh-1 = DAX1 (NR0B1) inhibitors on StAR promoter, primary screen, cell-based, luminescence, SF-1 (NR5A1), full-length DAX-1. HEK293T StAR-luciferase reporter, SF-1/DAX-1 repression relief. inhibition, % at 6.8 µM. actives 1.1% (n = 370,000). AID 652010, 2013;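 active means inhibition above the mean over all tested compounds plus 3 SD, cut at about 3.6% in these data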;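 further: 0% = DAX-1 cells with DMSO and 100% = cells lacking DAX-1 with DMSO; higher inhibition means more luminescence from relief of DAX-1 repression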
DAX1 inh-2 = DAX1 (NR0B1) inhibitors, primary screen, cell-based, HEK293, Gal4-DAX1, luciferase luminescence | HEK293 Gal4-DAX1 luciferase reporter | actives 0.99% (n = 340,000) | Nuclear receptor subfamily 0 group B member 1 (Homo sapiens), P51843 | inhibition, % at 6.75 µM | AID 504766, 2011;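 active means inhibition above the mean over all tested compounds plus 3 SD, cut at about 4.2% in these data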;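 further: 0% = DAX1-transfected cells with DMSO and 100% = empty-vector control cells with DMSO; inhibition shows as a rise in luminescence from relieved DAX1 repression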
hgDAF-12 ag = H. glycines DAF-12 receptor agonists, primary screen, cell-based, luminescence, HEK293, GAL4 fusion, UAS-luciferase | HEK293 GAL4-hgDAF12 UAS-luciferase reporter, agonist luminescence; normalized to butyrate control | activation, % at 6.8 µM | actives 1.8% (n = 370,000) | Nuclear hormone receptor DAF-12 (Heterodera glycines), GAL4 fusion;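 active means activation above a cutoff set at the mean of all screened compounds plus 3 SD, cut at about 10% in these data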;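 further: 0% = DMSO wells and 100% = sodium butyrate wells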
GAA850 FXN act = FXN promoter activators, primary screen, cell-based, luciferase luminescence, HEK293 lucGAA850; HEK293 lucGAA850 FXN promoter luciferase reporter, 24 h; percent of 10 µM SAHA response; activation, % at 6 µM; actives 0.56% (n = 360,000); AID 540364, 2011;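 active means activation above the average of all compounds screened plus 3 SD, cutoff fixed separately per campaign, cut at about 7.5% in these data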;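 further: 0% = DMSO wells and 100% = 10 µM SAHA wells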
HGIII-sPLA2 inh = human group III sPLA2 inhibitors, primary screen, biochemical, QFRET, BODIPY PC-A2 liposome substrate. QFRET BODIPY PC-A2 liposome hydrolysis, fluorescence. actives 0.56% (n = 370,000). Group 3 secretory phospholipase A2 (Homo sapiens), Q9NZ20. inhibition, % at 12.2 µM;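 active means inhibition above mean plus 3 SD of compounds lying within the high and low control bounds, cut at about 19% in these data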;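 further: 0% = median of test compound wells and 100% = no enzyme DMSO wells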
Target sequence (Q9NZ20 whole entry, looked up): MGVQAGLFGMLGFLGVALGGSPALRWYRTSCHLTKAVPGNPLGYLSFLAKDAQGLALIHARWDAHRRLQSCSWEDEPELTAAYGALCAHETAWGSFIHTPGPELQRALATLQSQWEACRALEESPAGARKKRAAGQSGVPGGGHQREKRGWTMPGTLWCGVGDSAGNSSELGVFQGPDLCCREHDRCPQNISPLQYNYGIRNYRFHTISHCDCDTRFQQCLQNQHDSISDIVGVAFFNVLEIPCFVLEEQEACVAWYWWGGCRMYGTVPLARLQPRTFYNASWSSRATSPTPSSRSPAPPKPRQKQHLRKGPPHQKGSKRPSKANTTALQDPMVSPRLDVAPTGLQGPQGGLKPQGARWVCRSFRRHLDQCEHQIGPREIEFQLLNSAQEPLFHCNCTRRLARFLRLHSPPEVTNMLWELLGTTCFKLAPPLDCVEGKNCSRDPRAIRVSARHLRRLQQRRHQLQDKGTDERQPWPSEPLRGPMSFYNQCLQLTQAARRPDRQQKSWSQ
ssDAF-12 act = S. stercoralis DAF-12 nuclear receptor activators, primary screen, cell-based, luminescence, HEK293, GRIP1 co-expression, lit1-tk-luc; activation, % at 6.8 µM; actives 1% (n = 370,000); AID 652126, 2013; HEK293 ssDAF-12/GRIP1 lit1-tk-luc reporter; % of 3 µM dafachronic acid response; Nuclear hormone receptor DAF-12 (Strongyloides stercoralis);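 active means activation above the mean over all tested compounds plus 3 SD, cut at about 0.9% in these data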;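 further: 0% = DMSO-only wells and 100% = 3 µM delta7-dafachronic acid wells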
SMARCA2 act = SMARCA2 (BRM) function activators, primary screen, cell-based, luminescence, high throughput; AID 652017, 2013; actives 1% (n = 370,000); MG213 cells, MMTV-luciferase reporter, dexamethasone, overnight; activation, % at 9.1 µM; in the data active means activation above about 7.8%;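 further: 0% = vehicle wells and 100% = reference activator wells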
PLC-beta3 inh = human PLC-beta3 inhibitors, primary screen, biochemical, fluorescence. 1-phosphatidylinositol 4,5-bisphosphate phosphodiesterase beta-3 (Homo sapiens), Q01970. Purified PLC-beta3, fluorogenic substrate. inhibition, % at 12.2 µM. actives 0.18% (n = 370,000). AID 720704, 2013; in the data active means inhibition above about 11%;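 further: 0% = median of compound wells on plate and 100% = full blocker control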
hcDAF-12 act = H. contortus DAF-12 nuclear receptor activators, primary screen, cell-based, luminescence, HEK293, lit1-tk-luc reporter | activation, % at 6.8 µM | AID 652067, 2013 | HEK293 hcDAF-12 lit1-tk-luc reporter; 0% DMSO, 100% Δ7-dafachronic acid | actives 1.4% (n = 370,000);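 active means activation above the mean of all tested compounds plus 3 SD, cut at about 5.5% in these data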;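 further: 100% = response to 3 µM Δ7-dafachronic acid high control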
NR1D1 modulator = modulators of Rev-erb alpha DNA binding, primary screen, biochemical, FITC-DNA, fluorescence polarization, uHTS; Nuclear receptor subfamily 1 group D member 1 (Homo sapiens), P20393; Rev-erbα–FITC-DNA binding, 90 min; activity, % at 10 µM; actives 0.79% (n = 370,000); AID 1259318, 2017;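 active means activity above about 14%, limit read from the data; passing the limit was not always enough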;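 further: 0% = DMSO wells with 35 nM protein and 100% = DMSO wells with 750 nM protein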
Target sequence (P20393 whole entry, looked up): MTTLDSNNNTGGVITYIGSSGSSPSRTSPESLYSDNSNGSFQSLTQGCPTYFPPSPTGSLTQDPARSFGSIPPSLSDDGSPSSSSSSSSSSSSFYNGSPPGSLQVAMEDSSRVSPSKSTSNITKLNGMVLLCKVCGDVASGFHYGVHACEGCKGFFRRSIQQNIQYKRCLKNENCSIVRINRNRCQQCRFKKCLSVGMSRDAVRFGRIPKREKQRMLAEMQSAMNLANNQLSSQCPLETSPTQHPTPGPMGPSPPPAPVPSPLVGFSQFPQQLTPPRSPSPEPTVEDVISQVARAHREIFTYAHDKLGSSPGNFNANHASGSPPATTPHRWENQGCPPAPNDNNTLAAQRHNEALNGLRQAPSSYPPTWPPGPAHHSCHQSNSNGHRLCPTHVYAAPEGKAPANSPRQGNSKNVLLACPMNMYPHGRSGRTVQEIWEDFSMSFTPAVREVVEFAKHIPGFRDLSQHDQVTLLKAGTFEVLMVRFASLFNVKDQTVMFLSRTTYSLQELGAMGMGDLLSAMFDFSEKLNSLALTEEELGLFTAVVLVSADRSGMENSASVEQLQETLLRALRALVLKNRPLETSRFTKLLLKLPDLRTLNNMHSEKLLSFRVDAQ
PG9 Ab binder = binders of HIV-1 gp120 antibody PG9, primary screen, biochemical, TR-FRET; HIV-1 gp120 / PG9 antibody interaction; TR-FRET gp120-PG9 antibody binding; inhibition, % at 6.7 µM; actives 0.43% (n = 360,000); in the data active means inhibition above about 8.5%
* = called active by the depositor; x = not tested or not shown.

SMILES	DAX1 inh-1	DAX1 inh-2	hgDAF-12 ag	GAA850 FXN act	HGIII-sPLA2 inh	ssDAF-12 act	SMARCA2 act	PLC-beta3 inh	hcDAF-12 act	NR1D1 modulator	PG9 Ab binder
S=c1[nH]nc(-c2ccncc2)n1/N=C/c1cn(-c2ccccc2)nc1-c1ccc(Cl)cc1	0.2	x	-1.5	0.0	0	-1.9	-2	-4	1.4	4	0.2
C=CCCC(=O)Nc1nc(C)c(-c2csc(Nc3ccc(Cl)cc3Cl)n2)s1	-0.1	1.1	-0.9	-0.9	2	-1.7	3	-14	-1.3	2	-0.8
CCC(C)CCN1C(N(C)C)=NC[C@@H]1C (stereo partly specified)	0.5	1.9	-0.6	-0.8	7	-1.4	-1	0	-0.4	-1	2.2
CCn1cc(C(=O)OCC(=O)Nc2ccc(C(C)C)cc2)c(=O)c2ccc(C)nc21	0.4	0.6	-0.4	2.7	-1	-1.9	-2	-8	-0.8	-4	0.5
Oc1ccc(/C=N/NC2=NCCCCC2)cc1	-0.2	0.9	2.9	1.1	9	-0.8	2	-1	0.1	1	-0.8
O=C(C[C@H]1CC[C@H]2[C@@H](COC[C@H](O)CN2Cc2ccccc2)O1)NCCCN1CCOCC1	1.4	x	0.1	x	1	-0.3	-1	4	0.6	-3	1.6
CCOC(=O)C1CCN(S(=O)(=O)c2ccc3c(c2)NC(=O)C(C)C(=O)N3)CC1 (stereo unspecified)	-0.6	2.0	-0.1	0.1	10	-1.7	-3	-2	-0.2	1	-0.3
CN1C(=O)CSc2ccc(NC(=O)N3CCN(c4ccccc4)CC3)cc21	-0.6	0.4	-2.4	0.5	-1	-1.9	-2	5	-2.2	8	-1.7
O=C(c1ccc(Br)o1)N1CCN(c2ccccc2F)CC1	-0.4	0.3	0.0	-0.7	8	-0.5	-3	2	-1.6	2	-0.9
Cc1ccc(N(Cc2cc(=O)[nH]c3ccccc23)C(=O)CCl)cc1	-0.6	-0.8	3.2	-4.2	-5	0.2	-7	-3	2.9	5	-1.3

Compounds shown so far with an NH in an aromatic ring:
SMILES	DAX1 inh-1	DAX1 inh-2	hgDAF-12 ag	GAA850 FXN act	HGIII-sPLA2 inh	ssDAF-12 act	SMARCA2 act	PLC-beta3 inh	hcDAF-12 act	NR1D1 modulator	PG9 Ab binder
S=c1[nH]nc(-c2ccncc2)n1/N=C/c1cn(-c2ccccc2)nc1-c1ccc(Cl)cc1	0.2	x	-1.5	0.0	0	-1.9	-2	-4	1.4	4	0.2
Cc1ccc(N(Cc2cc(=O)[nH]c3ccccc23)C(=O)CCl)cc1	-0.6	-0.8	3.2	-4.2	-5	0.2	-7	-3	2.9	5	-1.3

(more compounds)
SMILES	DAX1 inh-1	DAX1 inh-2	hgDAF-12 ag	GAA850 FXN act	HGIII-sPLA2 inh	ssDAF-12 act	SMARCA2 act	PLC-beta3 inh	hcDAF-12 act	NR1D1 modulator	PG9 Ab binder
C=CCn1c(=O)c2ccccc2n2c(SCC(C)=O)nnc12	-0.5	0.3	0.1	0.7	-9	-1.4	-3	-8	-0.8	-4	1.6
Cc1cc(NC(=O)C(C)(C)C)no1	0.5	-0.8	4.2	-0.2	3	-1.1	2	4	-1.3	-2	-0.5
O=C(CO/N=C/c1c(Cl)cccc1Cl)NNC(=O)c1ccc(Cl)cc1	0.0	-1.1	1.1	-0.2	-23	-1.7	-4	0	-1.6	-1	1.1
O=C1COc2ccc(-c3n[nH]c(=O)c4ccccc34)cc2N1	0.0	0.8	0.4	2.6	0	-1.4	-1	-2	-1.0	-9	-1.7
CC(C)(C)c1ccc(C(=O)NCc2ccco2)cc1	0.8	x	7.0	8.8*	-6	-0.7	7	-7	-0.8	1	-0.4
CN=c1scc(-c2ccccc2F)n1/N=C/c1ccc[nH]1	-4.5	-4.5	-23	-16	35*	-3.3	-14	-31	-8.3	1	-6.0
Cc1cc(C)cc(-c2nnc(SCC(=O)NC3CC3)o2)c1	-0.4	-0.4	1.2	1.2	0	-1.0	3	-5	-0.4	7	-1.9
COc1cc(NC(=O)CN2C(=O)C(C)N(c3ccc(C)cc3)C2=O)cc(OC)c1 (stereo unspecified)	-0.9	-0.7	-0.4	0.5	-22	-1.1	3	-4	-0.6	-6	-0.6
Cn1ncc(C#N)c1NC(=O)C1CC(c2ccc(Cl)c(Cl)c2)=NO1 (stereo unspecified)	0.3	-0.2	-2.5	0.1	3	-0.7	-4	2	-0.1	-6	0.6
CCCCNC(=O)CN1C(=O)NC2NC(=O)NC21 (stereo unspecified)	-0.3	-0.4	-1.5	0.5	-5	-1.1	-4	2	-0.3	-2	-0.2
CCCCNC(=O)[C@@H]1CC=C[C@@H]2CCN(Cc3ccc(Cl)c(Cl)c3)C(=O)[C@@H]21	0.1	-0.9	-2.6	-1.5	-4	-1.1	-2	2	-2.6	-3	-0.3
O=C1NCCN1CCN1CCC(c2cn(-c3ccc(F)cc3)c3ccc(Cl)cc23)CC1	-3.7	x	0.5	x	-18	-2.1	-5	-7	-4.3	-8	x
O=C(CSCc1c(F)cccc1Cl)Nc1cccnc1	0.8	0.1	0.1	2.1	-2	-0.7	-1	-2	-1.1	1	0.6
COc1cc(/C=C2/C(=N)N3N=C(C(C)C)SC3=NC2=O)ccc1OS(=O)(=O)c1ccccc1	-0.2	-0.5	-0.5	2.2	-21	-1.1	0	-30	-0.7	0	5.3
COc1cc(C(=O)Nc2cccnc2)cc(OC)c1OC	-0.5	1.9	1.3	1.9	1	-0.1	-1	-6	-0.7	5	1.3
Cc1cc(/C=C(\C#N)C(=O)N2CCCCC2)cc(C)c1O	-1.0	-0.9	1.9	0.5	6	-0.3	-2	-2	-1.9	0	-0.7
O=C1C(Nc2ccccc2)=C(N2CCCCC2)C(=O)c2ccccc21	-0.5	-4.8	-0.3	-4.3	3	-0.2	-7	2	-0.2	7	0.4
O=C(Cn1nnc2ccccc2c1=O)NCCc1ccc(Cl)cc1Cl	0.5	1.4	-3.4	0.9	-6	-1.2	-4	0	-1.4	3	1.4
C=CCN(C(=O)c1cccc(N2C(=O)C3CC=CC(C)C3C2=O)c1)c1ccccc1 (stereo unspecified)	-0.2	-0.8	1.9	1.9	-13	-0.7	-3	-7	0.2	1	-0.5
CCN(CC)C(=O)C1=C(C)N(Cc2ccccc2)C(=O)C(CC(=O)NCc2cccs2)C1 (stereo unspecified)	0.0	-0.1	-0.7	0.3	1	-0.1	1	-1	-0.5	-1	-0.6
CN1CCN(C(=O)/C(=C\c2cccs2)NC(=O)c2cccs2)CC1	0.7	0.5	-3.5	3.1	17	-1.2	-3	-3	0.9	1	-1.7
COc1ccc(Cl)cc1NC(=O)CNc1ccccc1CN(C)C1CCCCC1	-0.2	0.4	1.7	0.0	2	0.9	-1	-2	4.5	-3	0.1
OC(COc1ccc2ccccc2c1)CN1CCCC1 (stereo unspecified)	1.0	-0.7	1.3	-1.7	-6	-0.8	3	1	-1.1	3	-0.7
CC(=O)C1=CCC(c2ccc(C)cc2)N(S(=O)(=O)c2ccc(Cl)cc2)C1 (stereo unspecified)	-2.6	x	-0.6	x	5	-0.9	-4	-3	-0.7	-5	-1.4
COc1cc2ncnc(NCc3cccc(F)c3F)c2cc1OC	-0.5	-1.4	-0.3	-0.9	7	-1.3	-4	-10	-3.8	-1	0.2
C/C=C/c1cccc(-c2nc(C(=O)NC3CCC3)cc3c2[C@@H](CCO)N(S(=O)C(C)(C)C)C3)c1 (stereo partly specified)	-1.4	x	1.2	x	-8	-1.0	-2	-38	-1.2	1	-2.8
O=C(CN(CCO)c1ccccc1)Nc1cccc(S(=O)(=O)N2CCCC2)c1	-0.3	0.0	-4.0	1.4	-11	-1.9	-2	1	-2.3	-1	-2.7
CCc1ccccc1NC(=S)N(Cc1cccc(C)c1)c1cccnc1	-0.5	-1.5	3.6	1.1	-5	-1.0	-1	-13	0.5	3	0.5
Cc1ccc(CSCC(=O)N(C)CC(=O)Nc2ccccc2C(F)(F)F)cc1	0.3	1.5	-1.2	1.3	0	-1.2	-1	-5	-2.3	2	-1.4
O=C1c2ccccc2C(c2nnnn2-c2ccc3c(c2)OCCO3)N1CCOc1ccccc1 (stereo unspecified)	-1.0	x	-1.2	x	-1	-0.9	-2	0	-0.1	-1	-0.1

Sorted by heavy-atom count (falling): part of the list above.
SMILES	DAX1 inh-1	DAX1 inh-2	hgDAF-12 ag	GAA850 FXN act	HGIII-sPLA2 inh	ssDAF-12 act	SMARCA2 act	PLC-beta3 inh	hcDAF-12 act	NR1D1 modulator	PG9 Ab binder
O=C1c2ccccc2C(c2nnnn2-c2ccc3c(c2)OCCO3)N1CCOc1ccccc1 (stereo unspecified)	-1.0	x	-1.2	x	-1	-0.9	-2	0	-0.1	-1	-0.1
CCN(CC)C(=O)C1=C(C)N(Cc2ccccc2)C(=O)C(CC(=O)NCc2cccs2)C1 (stereo unspecified)	0.0	-0.1	-0.7	0.3	1	-0.1	1	-1	-0.5	-1	-0.6
C=CCN(C(=O)c1cccc(N2C(=O)C3CC=CC(C)C3C2=O)c1)c1ccccc1 (stereo unspecified)	-0.2	-0.8	1.9	1.9	-13	-0.7	-3	-7	0.2	1	-0.5
COc1ccc(Cl)cc1NC(=O)CNc1ccccc1CN(C)C1CCCCC1	-0.2	0.4	1.7	0.0	2	0.9	-1	-2	4.5	-3	0.1
O=C(CN(CCO)c1ccccc1)Nc1cccc(S(=O)(=O)N2CCCC2)c1	-0.3	0.0	-4.0	1.4	-11	-1.9	-2	1	-2.3	-1	-2.7
CC(=O)C1=CCC(c2ccc(C)cc2)N(S(=O)(=O)c2ccc(Cl)cc2)C1 (stereo unspecified)	-2.6	x	-0.6	x	5	-0.9	-4	-3	-0.7	-5	-1.4
O=C(Cn1nnc2ccccc2c1=O)NCCc1ccc(Cl)cc1Cl	0.5	1.4	-3.4	0.9	-6	-1.2	-4	0	-1.4	3	1.4
CN1CCN(C(=O)/C(=C\c2cccs2)NC(=O)c2cccs2)CC1	0.7	0.5	-3.5	3.1	17	-1.2	-3	-3	0.9	1	-1.7
OC(COc1ccc2ccccc2c1)CN1CCCC1 (stereo unspecified)	1.0	-0.7	1.3	-1.7	-6	-0.8	3	1	-1.1	3	-0.7
